mHTT-CaM PPI inh: inhibitors of human mutant huntingtin-calmodulin interaction; P42858; inhibition, % at 15 µM; AlphaScreen His-mHTT/GST-CaM binding, luminescence; AID 1671202; 190,000 compounds, 3.6% hits;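 further: 0% = both proteins with DMSO and 100% = one protein alone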
Pf apPOL block: Pf-apPOL DNA polymerase inhibition; Recombinant Pf-apPOL, molecular beacon fluorescence, 1.5 h; inhibition, % at 10 µM; 210,000 compounds, 0.25% hits
Numbers without * were called inactive; & = joins results of further samples. No stated cut-off is given here; in the data, active means inhibition above about 50%; inactive means the rest. Hits appear at their usual frequency; overall some 3.5% were active at least once.

Start of the data: the first 2 compounds, ahead of the listing:
What do the screens show for `CCC(=O)N1CCCN(c2ccc(NC(=O)c3ccc(Cl)cc3)cn2)CC1`?
mHTT-CaM PPI inh: 11.7; Pf apPOL block: -11.5

Results for CCCCN(C)CCCNC(=O)CN1N=C(c2ccc(Cl)cc2)CCC1=O ?
mHTT-CaM PPI inh: -4.0; Pf apPOL block: -11.7

Results, repeating the preview:
What do the screens show for `CCC(=O)N1CCCN(c2ccc(NC(=O)c3ccc(Cl)cc3)cn2)CC1`?
mHTT-CaM PPI inh: 11.7; Pf apPOL block: -11.5

Results for CCCCN(C)CCCNC(=O)CN1N=C(c2ccc(Cl)cc2)CCC1=O ?
mHTT-CaM PPI inh: -4.0; Pf apPOL block: -11.7

How did CN(C)CCN(C)Cc1ccc(Cl)cc1 do in these assays?
mHTT-CaM PPI inh: -9.8; Pf apPOL block: 7.0

How did CC(C)(C)c1ccc(/C=C/C(=O)NCc2cccnc2)cc1 do in these assays?
mHTT-CaM PPI inh: 12.0; Pf apPOL block: -9.9

How did CCOc1ccc(-n2nnnc2SC(C)C(=O)Nc2ccccc2C#N)cc1 (stereo not given) do in these assays?
mHTT-CaM PPI inh: -4.2; Pf apPOL block: -5.9

Results for Cn1ncc(Br)c1N ?
Pf apPOL block: -24.4

Results for CCc1ccc(C(=O)N2CCC(c3noc(-c4cccc(C)c4)n3)CC2)cc1 ?
mHTT-CaM PPI inh: -6.5; Pf apPOL block: -0.2

How did Cc1sc2ncnc(SCC(=O)Nc3ccc(Cl)cc3)c2c1C do in these assays?
mHTT-CaM PPI inh: -8.0; Pf apPOL block: -3.3

How did Cc1cc(C(=O)Nc2cnn(Cc3ccc(Cl)cc3Cl)c2)no1 do in these assays?
mHTT-CaM PPI inh: 2.0; Pf apPOL block: -1.0

Results for COCCN1C(=O)c2ccccc2C(C(=O)N2CCC(C(N)=O)CC2)C1c1ccc(F)cc1 (stereo not given) ?
mHTT-CaM PPI inh: -2.0; Pf apPOL block: 0.0

What do the screens show for `Cc1cccc(NC(=O)Cn2cc3c(n2)CCC(C)C3)c1C` (stereo not given)?
mHTT-CaM PPI inh: -13.2; Pf apPOL block: -0.2

What do the screens show for `Cc1ccc(S(=O)(=O)N2CCCC2C(=O)Nc2nc3ccccc3s2)cc1` (stereo not given)?
mHTT-CaM PPI inh: 5.1; Pf apPOL block: 5.3

How did Cc1cccc(C)c1NC(=O)C(C)Oc1cccc(Cl)c1 (stereo not given) do in these assays?
mHTT-CaM PPI inh: -7.8; Pf apPOL block: -5.6

Results for COC(=O)c1ccc(OCC(=O)c2ccc(O)cc2O)cc1 ?
mHTT-CaM PPI inh: 0.0; Pf apPOL block: 4.1

How did Cc1c(C2CCN(C(=O)NCc3ccccc3)CC2)noc1N do in these assays?
mHTT-CaM PPI inh: -5.7; Pf apPOL block: 2.2

What do the screens show for `Cc1ccsc1CN1CCCC(c2nncn2C(C)C)C1` (stereo not given)?
mHTT-CaM PPI inh: 2.1; Pf apPOL block: -7.2

How did N#CCc1ncc(CSc2nc3ccccc3[nH]2)s1 do in these assays?
mHTT-CaM PPI inh: 25.0; Pf apPOL block: -4.3

How did COc1ccc(C2C=C(Nc3ccccc3)C(=O)N2c2ccccc2)c(OC)c1 (stereo not given) do in these assays?
mHTT-CaM PPI inh: 6.0; Pf apPOL block: 65.6*

What do the screens show for `Cn1nnc(C#CC(C)(C)O)n1`?
mHTT-CaM PPI inh: 1.2; Pf apPOL block: -1.4

Results for c1ccc(-c2nnc(-c3ccccn3)nc2-c2ccccc2)cc1 ?
mHTT-CaM PPI inh: 44.0&37.2; Pf apPOL block: -2.4&0.6&-0.3&-13.3

Results for CCCN1CCN(C(=O)c2cn3ccnc(-c4ccc(C)cc4)c3n2)CC1 ?
mHTT-CaM PPI inh: 6.0; Pf apPOL block: 1.0

How did O=C(Cc1cccc(F)c1)Nc1cnc(N2CCCC2)nc1 do in these assays?
mHTT-CaM PPI inh: -0.8; Pf apPOL block: -1.6

What do the screens show for `CC(=O)N1CCc2sc(S(=O)(=O)NCc3ccc(C)c(C)c3)cc2C1`?
mHTT-CaM PPI inh: -0.6; Pf apPOL block: -5.3

What do the screens show for `CCOc1ccccc1Oc1c(C)oc2cc(OCC(=O)c3ccc(OC)cc3)ccc2c1=O`?
mHTT-CaM PPI inh: 7.9; Pf apPOL block: -5.5

Results for O=C(NCc1ccccc1F)c1ccc2c(c1)Sc1ncccc1C(=O)N2C1CC1 ?
mHTT-CaM PPI inh: 6.5; Pf apPOL block: -2.4

What do the screens show for `Cc1ccc(NC(=O)C2CCCN2C(=O)OC(C)(C)C)c(C)c1` (stereo not given)?
mHTT-CaM PPI inh: 2.2; Pf apPOL block: 2.5

What do the screens show for `O=C(CSc1nnc(CCc2nc3ccccc3[nH]2)o1)N1CCOCC1`?
mHTT-CaM PPI inh: -19.0; Pf apPOL block: -3.5

How did CN1C(=O)C(C)(C(=O)N2CCN(c3ccccc3F)CC2)Oc2cccnc21 (stereo not given) do in these assays?
mHTT-CaM PPI inh: -3.6; Pf apPOL block: -1.8

Results for CN1C(=O)CCC2(CNC(=O)COc3ccc(Cl)cc3)CCCC12 (stereo not given) ?
mHTT-CaM PPI inh: 1.7; Pf apPOL block: -2.1

How did Cc1sc2nc(SCC(=O)c3ccc(O)c(O)c3)[nH]c(=O)c2c1C do in these assays?
mHTT-CaM PPI inh: 68.0*; Pf apPOL block: -0.7

Arranged by number of heavy atoms (high to low): some entries from above.
How did CCOc1ccc(-n2nnnc2SC(C)C(=O)Nc2ccccc2C#N)cc1 (stereo not given) do in these assays?
mHTT-CaM PPI inh: -4.2; Pf apPOL block: -5.9

What do the screens show for `CC(=O)N1CCc2sc(S(=O)(=O)NCc3ccc(C)c(C)c3)cc2C1`?
mHTT-CaM PPI inh: -0.6; Pf apPOL block: -5.3

What do the screens show for `Cc1ccc(NC(=O)C2CCCN2C(=O)OC(C)(C)C)c(C)c1` (stereo not given)?
mHTT-CaM PPI inh: 2.2; Pf apPOL block: 2.5

Carrying on:
What do the screens show for `CCCCN(C)Cc1cccc([N+](=O)[O-])c1`?
mHTT-CaM PPI inh: 2.1; Pf apPOL block: -5.8

Results for CC1=Nc2ccccc2C1=Cc1c(O)n(-c2ccc(C)cc2)c(=O)[nH]c1=O ?
mHTT-CaM PPI inh: 12.0; Pf apPOL block: -43.9

How did Cc1noc(CNC(=O)C2CCN(C(=O)CCn3cnc4ccccc4c3=O)CC2)n1 do in these assays?
mHTT-CaM PPI inh: -15.2; Pf apPOL block: -4.3

How did CCOc1nc(NCCc2ccc(OC)c(OC)c2)nc(NC(C)(C)CO)n1 do in these assays?
mHTT-CaM PPI inh: 6.0; Pf apPOL block: -13.3

What do the screens show for `CCCCCN(C(=O)NC(=O)Nc1cccc(C(F)(F)F)c1)S(C)(=O)=O`?
mHTT-CaM PPI inh: -12.0; Pf apPOL block: 6.8

Results for CCOc1cccc2cc(C(N)=O)c(=Nc3ccccc3)oc12 ?
mHTT-CaM PPI inh: -6.0; Pf apPOL block: -1.1

How did O=C1C(=Cc2ccco2)Oc2cc(OCc3ccc(Br)cc3)ccc21 do in these assays?
mHTT-CaM PPI inh: 20.7; Pf apPOL block: 7.1

What do the screens show for `COc1ccc(C2CCCN2C(=O)Nc2cc(Cl)c(OC)cc2OC)cc1` (stereo not given)?
mHTT-CaM PPI inh: 0.9; Pf apPOL block: -1.3

Results for Cc1noc(C)c1S(=O)(=O)N1CCC(CC(=O)NC2CCCC2)CC1 ?
mHTT-CaM PPI inh: 4.1; Pf apPOL block: -4.8

What do the screens show for `Cc1cc(OCc2nc(Cc3ccc(Cl)cc3)no2)ccc1Br`?
mHTT-CaM PPI inh: -10.0; Pf apPOL block: -3.1

What do the screens show for `c1ccc(CN2CCN(c3ccccn3)CC2)cc1`?
mHTT-CaM PPI inh: -7.3; Pf apPOL block: -5.5

How did CCc1ccccc1N(C)C(=O)c1nn(-c2ccccc2OC)c(=O)c2ccccc12 do in these assays?
mHTT-CaM PPI inh: 21.0; Pf apPOL block: -6.1

Results for O=C(c1cccc(OCC2CCCN(C(=O)c3c(F)cccc3F)C2)c1)N1CCCCC1 (stereo not given) ?
mHTT-CaM PPI inh: 8.0; Pf apPOL block: -0.5

What do the screens show for `CCN(CC)CCCNC(=O)C1CCN(c2nccc(C)n2)CC1`?
mHTT-CaM PPI inh: -5.2; Pf apPOL block: 5.9

What do the screens show for `CCOC(=O)N1CCN(S(=O)(=O)c2ccc(C(=O)Nc3ccc(C)cc3C)cc2)CC1`?
mHTT-CaM PPI inh: -4.8; Pf apPOL block: 5.8

What do the screens show for `Cc1cccc(C2=N/C(=C\c3ccc(F)cc3)C(=O)O2)c1`?
mHTT-CaM PPI inh: -1.0; Pf apPOL block: -9.2

What do the screens show for `CN(C)C(=O)C12CC3CC(CC(Br)(C3)C1)C2`?
mHTT-CaM PPI inh: 0.6

What do the screens show for `Cc1ccc2nsnc2c1S(=O)(=O)N1CCN(C(=O)C2CCCO2)CC1` (stereo not given)?
mHTT-CaM PPI inh: -3.0; Pf apPOL block: -3.3

What do the screens show for `O=C(Nc1noc2ncccc12)C12CC3CC(CC(C3)C1)C2`?
mHTT-CaM PPI inh: 7.1; Pf apPOL block: -0.1

How did COc1ccc(N(C(C)C(N)=O)S(C)(=O)=O)cc1 (stereo not given) do in these assays?
mHTT-CaM PPI inh: -4.0; Pf apPOL block: -4.6

What do the screens show for `Cc1nn(CCCC(=O)Nc2cnn(Cc3ccc(Cl)cc3Cl)c2)c(C)c1[N+](=O)[O-]`?
mHTT-CaM PPI inh: 35.0; Pf apPOL block: 2.9

Results for CN1C(=O)c2cccnc2Sc2cc(NC(=O)c3ccc(F)cc3)ccc21 ?
mHTT-CaM PPI inh: 5.2; Pf apPOL block: 2.1

What do the screens show for `C=CCNC(=O)c1c([N+](=O)[O-])cnn1C`?
mHTT-CaM PPI inh: -3.5

What do the screens show for `CCSc1sc2c(=O)[nH]c(=O)[nH]c2c1C#N`?
mHTT-CaM PPI inh: -2.6

What do the screens show for `O=C(CN1CCN(CC(=O)NC2CCCCC2)CC1)NC1CCCCC1`?
mHTT-CaM PPI inh: -5.0; Pf apPOL block: 3.7

Results for Cc1cc(C)n(-c2cc(NCc3cccc(Cl)c3)ncn2)n1 ?
mHTT-CaM PPI inh: -5.3; Pf apPOL block: 0.1

How did O=C(Nc1ccccn1)Nc1c[nH]c2ccccc12 do in these assays?
mHTT-CaM PPI inh: 31.4; Pf apPOL block: 8.6

How did Cc1c(C(=O)NCc2ccccc2Cl)oc2ccc(S(=O)(=O)N3CCC(C)CC3)cc12 do in these assays?
mHTT-CaM PPI inh: -4.0; Pf apPOL block: 3.9

How did O=C(Nc1nnc(-c2cccs2)o1)C1=COCCO1 do in these assays?
mHTT-CaM PPI inh: 31.7; Pf apPOL block: 0.1

How did CC(=O)c1cccc(Nc2ncnc3ccc(Br)cc23)c1 do in these assays?
mHTT-CaM PPI inh: -4.3; Pf apPOL block: -7.9

Results for CN1CCN(CCOCCOc2ccc(Cl)c(Cl)c2)CC1 ?
mHTT-CaM PPI inh: 12.7; Pf apPOL block: -6.3

How did Cc1cc(F)ccc1NCc1ccccn1 do in these assays?
mHTT-CaM PPI inh: 9.5; Pf apPOL block: -5.6

How did S=c1[nH]c2cccc(Cl)c2o1 do in these assays?
mHTT-CaM PPI inh: 4.5

What do the screens show for `COc1ccc(CCNS(=O)(=O)c2cc(/C=C/C(=O)O)ccc2C)cc1OC`?
mHTT-CaM PPI inh: -1.0; Pf apPOL block: -8.1

Results for O=C(NC1CCN(Cc2ccccc2)CC1)c1ccc2ncnc(N3CCCC3)c2c1 ?
mHTT-CaM PPI inh: 10.0; Pf apPOL block: 0.2

How did CCCCN(CC)S(=O)(=O)c1ccccc1[N+](=O)[O-] do in these assays?
mHTT-CaM PPI inh: -5.8; Pf apPOL block: -8.4

How did CC(=O)c1cc2c(cc1NC(=O)c1cc3nc(-c4cccs4)cc(C(F)(F)F)n3n1)OCO2 do in these assays?
mHTT-CaM PPI inh: 3.0; Pf apPOL block: -7.8

How did CCOC(=O)c1c(N)sc2c1CCCCC2 do in these assays?
Pf apPOL block: 6.8

How did C#CCNC(=O)C1COC2(CCCCC2)N1C(=O)c1cccc(F)c1 (stereo not given) do in these assays?
mHTT-CaM PPI inh: 8.2; Pf apPOL block: -2.5

What do the screens show for `O=C(NC1CC1)C1CCc2sc(C(=O)N3CCOCC3)cc2C1` (stereo not given)?
mHTT-CaM PPI inh: -1.0; Pf apPOL block: 0.5

What do the screens show for `O=C1CCCC(O)=C1N=Nc1cc(C(F)(F)F)ccc1OCC(F)(F)F`?
Pf apPOL block: 7.2&1.3

How did Cc1ccccc1C(=O)N1CCN(c2cccc(F)c2)C(=O)C1C (stereo not given) do in these assays?
mHTT-CaM PPI inh: -8.7; Pf apPOL block: -0.2

How did O=C(CN1CCC(C(=O)Nc2nc3ccccc3s2)CC1)Nc1ccc(F)cc1 do in these assays?
mHTT-CaM PPI inh: -6.0; Pf apPOL block: -2.0

What do the screens show for `O=C(O)c1cc(NS(=O)(=O)c2ccc(Cl)cc2)cc(C(=O)O)c1`?
mHTT-CaM PPI inh: -2.8; Pf apPOL block: 71.4*

What do the screens show for `COc1cccc(Nc2nc(Cl)ccc2[N+](=O)[O-])c1`?
mHTT-CaM PPI inh: 71.0*; Pf apPOL block: -6.7

How did O=C(CCc1csc(NC(=O)c2cccs2)n1)Nc1ccc(F)c(Cl)c1 do in these assays?
mHTT-CaM PPI inh: -8.9; Pf apPOL block: -2.5

How did COCCN1C(=O)CCC2(CNC(=O)c3cnccn3)CCCC12 (stereo not given) do in these assays?
mHTT-CaM PPI inh: -19.7; Pf apPOL block: -3.0

3 entries picked at random from those above, as already listed:
Results for CCCN1CCN(C(=O)c2cn3ccnc(-c4ccc(C)cc4)c3n2)CC1 ?
mHTT-CaM PPI inh: 6.0; Pf apPOL block: 1.0

Results for CCOc1cccc2cc(C(N)=O)c(=Nc3ccccc3)oc12 ?
mHTT-CaM PPI inh: -6.0; Pf apPOL block: -1.1

How did CCCCN(CC)S(=O)(=O)c1ccccc1[N+](=O)[O-] do in these assays?
mHTT-CaM PPI inh: -5.8; Pf apPOL block: -8.4
